USP1-UAF1 inh: USP1/UAF1 (human) deubiquitinase inhibition; O94782; recombinant USP1/UAF1, Ub-Rhodamine cleavage fluorescence; AID 743255; Potency, µM (doses to about 57.1 µM), for inactives: at the highest dose activity change, negative = inhibition, usual class: inhibitors; actives 0.23% (n = 390,000); also: potency is read from the fitted curve at half-maximal effect; % is scaled to controls: 0 for no effect and ±100 for the full control effect; nearly all actives have a fitted effect of over 60% in size; inactives centre near -12
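USP1/UAF1 complex (1 nM) preincubated 15 min at room temperature with compound, then Ub-Rho substrate (150 nM final) added. Kinetic fluorescence at 480/540 nm over 6 reads at 60 s intervals; 50 mM HEPES pH 7.8, 0.5 mM EDTA, 0.1 mg/ml BSA, 1 mM TCEP, 0.01% Tween-20.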
mIDH1 inhibitor: human IDH1 R132H inhibition. O75874. IDH1-R132H enzyme, NADPH consumption, diaphorase/resazurin fluorescence. Potency, µM (series often up to 76.6 µM), without a hit: top-dose activity change, negative = inhibition, actives largely listed as inhibitors. actives 0.093% (n = 390,000); also: potency is read from the fitted curve at half-maximal effect; % is scaled to controls: 0 for no effect and ±100 for the full control effect; nearly all actives have a fitted effect of over 65% in size
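IDH1-R132H (0.5 ug/mL) preincubated 30 min with compound, then NADPH (0.016 mM) and alpha-KG (2 mM) added; 80 min at RT, pH 7.5. Remaining NADPH coupled via diaphorase/resazurin to fluorescence (540/590 nm); concentration-response curves normalized to no-enzyme control.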
TRHR agonist: TRH receptor (human) agonism. TRHR cells, calcium flux fluo-8, FDSS agonist mode. activation, % at 2 µM. actives 0.18% (n = 360,000); in the data active = activation above about 30%; also: 0% is about no effect
Target sequence (P34981 whole entry, looked up): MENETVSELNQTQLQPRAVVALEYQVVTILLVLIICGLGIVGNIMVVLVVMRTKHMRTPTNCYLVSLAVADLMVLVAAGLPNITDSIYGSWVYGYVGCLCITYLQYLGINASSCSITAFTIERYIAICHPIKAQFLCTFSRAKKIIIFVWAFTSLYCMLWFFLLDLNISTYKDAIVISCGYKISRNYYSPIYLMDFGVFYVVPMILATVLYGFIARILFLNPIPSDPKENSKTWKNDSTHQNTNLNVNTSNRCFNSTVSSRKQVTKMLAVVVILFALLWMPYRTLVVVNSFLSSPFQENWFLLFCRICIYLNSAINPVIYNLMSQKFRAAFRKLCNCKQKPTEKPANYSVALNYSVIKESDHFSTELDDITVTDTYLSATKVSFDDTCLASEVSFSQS
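TRHR-expressing cells loaded with fluo-8 calcium dye; 23 nL library compound pin-transferred, kinetic FDSS fluorescence (Ex 480/Em 530) recorded about 180 s for agonist-induced calcium release, before a 10 nM TRH EC20 addition for potentiator mode.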
TRHR PAM: allosterically enhances the human TRH receptor; P34981; TRHR cells, fluo-8 calcium fluorescence, EC20 TRH enhancement; enhancement, % at 2 µM; actives 0.66% (n = 360,000); in the data active = enhancement above about 30%; also: 0% is about no effect
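TRHR-expressing cells loaded with fluo-8 calcium dye were read kinetically (ex 480/em 530) during compound addition, then stimulated with an EC20 of TRH (10 nM final). Enhancement of the Gq-mediated intracellular calcium response was scored.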
D2 agonist: activates the human D2 dopamine receptor; P14416; HEK293 T-REx D2 cells, calcium flux agonist mode; activation, % at 2 µM; actives 0.53% (n = 340,000); AID 485358;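 active = activation over 3 SD above normal in the single-dose calcium agonist read, cut at about 30% in these data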; also: 0% is about no effect
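Tetracycline-induced HEK293 Trex cells with D2 receptor force-coupled to calcium signaling, plated overnight at 30 C and loaded with no-wash calcium dye. Calcium flux read kinetically for 180 s after compound addition; responses flag agonists.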
TrxR1 inh: inhibitors of rat thioredoxin reductase 1; O89049; recombinant rTrxR1, NADPH fluorescence consumption, selenite substrate; Potency, µM (top dose mostly 114 µM), without a hit: at the top dose activity change, negative = inhibition, actives largely listed as inhibitors; actives 1% (n = 390,000); also: potency is read from the fitted curve at half-maximal effect; % is scaled to controls: 0 for no effect and ±100 for the full control effect; nearly all actives have a fitted effect of over 65% in size
Target sequence (O89049 whole entry, looked up): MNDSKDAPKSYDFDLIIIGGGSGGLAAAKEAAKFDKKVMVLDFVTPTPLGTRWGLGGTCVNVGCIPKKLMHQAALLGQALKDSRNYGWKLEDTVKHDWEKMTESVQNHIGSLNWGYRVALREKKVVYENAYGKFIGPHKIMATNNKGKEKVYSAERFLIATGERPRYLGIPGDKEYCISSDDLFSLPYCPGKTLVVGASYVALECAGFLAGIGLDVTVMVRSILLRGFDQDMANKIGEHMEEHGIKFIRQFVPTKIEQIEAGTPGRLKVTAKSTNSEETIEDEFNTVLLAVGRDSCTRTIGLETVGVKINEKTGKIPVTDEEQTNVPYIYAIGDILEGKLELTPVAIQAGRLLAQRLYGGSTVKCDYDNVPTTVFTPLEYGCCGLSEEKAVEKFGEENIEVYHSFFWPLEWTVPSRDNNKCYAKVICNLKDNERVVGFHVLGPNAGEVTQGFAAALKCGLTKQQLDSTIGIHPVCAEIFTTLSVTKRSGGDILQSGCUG
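Rat TrxR1 (90 nM in the dispensed reagent) was pre-reduced with 400 uM NADPH for 5 min at room temperature, then incubated with compound for 15 min. After 400 uM selenite was added, NADPH fluorescence (Ex 340/Em 450 nm) was followed for 8 min.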
PI4K2A inh: inhibitors of human PI4K2A; purified PI4K2A, ADP-Glo luminescence, 1 h; hits give low values; AID 1346378; activity change, negative = inhibition, % at 76.9 µM; Q9BTU6; actives 0.13% (n = 420,000); in the data active = activity change below about -50%; inconclusive = mostly about -30% to -49%;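 also: -100% = wells without enzyme as full effect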
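Compounds are screened against recombinant PI4K2A using PI as substrate and ATP, the latter dispensed at 300 microM. Reactions run one hour at ambient temperature before ADP-Glo detection; full inhibition defined by wells lacking enzyme.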
D2 antagonist: antagonists of human D2 dopamine receptor. P14416. HEK293 TREx D2 cells, calcium flux, dopamine EC80. inhibition, % at 10 µM. actives 2% (n = 340,000). AID 485344; in the data active = inhibition above about 30%; also: 0% is about no effect
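In this primary screen, negative modulation is detected by tracking calcium flux after an EC80 dopamine challenge in inducible HEK293 T-REx D2 cells preexposed to test compound for 180 s.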
TrxR1 substrate: is turned over as a substrate by rat TrxR1; O89049; purified TrxR1 substrate turnover, NADPH consumption readout; Potency, µM (series often up to 114 µM), for the others: top-dose activity change, negative = substrate turnover; actives 0.01% (n = 390,000); AID 588456; also: potency is read from the fitted curve at half-maximal effect; % is scaled to controls: 0 for no effect and ±100 for the full control effect; nearly all actives have a fitted effect of over 50% in size
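Rat TrxR1, dispensed at 90 nM, was prereduced with 400 uM NADPH (final) for 5 min at ~22 deg C, then incubated with compound 15 min before 400 uM selenite. A first-read NADPH fluorescence drop versus no-compound background flagged substrates.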
Numbers without * were called inactive; ? = inconclusive; nt = not tested or not shown; [ ] = remark or other dose. Unless noted, calls follow the shape of the dose curve; as a rule, active = well fitted inhibition curve with a large enough effect; inconclusive = small, poorly fitted or top-dose-only effect; inactive = no such curve, though single readings can be large or run the other way.

[1] COc1cc(CNC2CCCCCCC2)cc(Cl)c1OCC(N)=O
[2] Nc1c(C(=O)c2ccc3c(c2)OCO3)sc(Nc2ccccc2F)c1S(=O)(=O)c1ccccc1
[3] O=C(NC1CCCCC1)N(CCN1CCOCC1)Cc1cc2cc3c(cc2[nH]c1=O)OCCO3
[4] C=CCONC(=O)Cc1ccccc1
[5] CC(=O)Nc1ccccc1OCCOc1ccc(Br)cc1
[6] Cc1ccc(C(C)C)c(OCCCn2ccnc2C)c1
[7] O=C1C2CCCCC2C(=O)N1c1ccc(NC2CCN(Cc3ccccc3)CC2)c([N+](=O)[O-])c1 (centres undefined)
[8] CCCCOC(=O)Cn1c2ccc(OC)cc2c2nc3ccccc3nc21

screen / no.,1,2,3,4,5,6,7,8
USP1-UAF1 inh,-9%,-14%,4%,-2%,-7%,-7%,-16%,19%
mIDH1 inhibitor,3%,-8%,-3%,0%[38.3 µM],7%,5%,0%,1%
TRHR agonist,0.1,1.1,-0.3,nt,-2.0,-0.3,0.9,3.6
TRHR PAM,-6,-2,2,nt,-2,-4,3,12
D2 agonist,-0.3,1.7,0.7,nt,0.3,0.0,0.4,3.3
TrxR1 inh,22%,27%[57.1 µM],6%[57.1 µM],2%,22%[57.1 µM],11%[57.1 µM],16%,22%
PI4K2A inh,4,-16,1,3,-4,1,6,2
D2 antagonist,-13,nt,-5,nt,-8,-1,21,9
TrxR1 substrate,1%,1%[57.1 µM],20%[57.1 µM],-3%,-13%[57.1 µM],-10%,-9%,7%

Brought forward from above: 4 entries, then new ones.
[5] CC(=O)Nc1ccccc1OCCOc1ccc(Br)cc1
[6] Cc1ccc(C(C)C)c(OCCCn2ccnc2C)c1
[7] O=C1C2CCCCC2C(=O)N1c1ccc(NC2CCN(Cc3ccccc3)CC2)c([N+](=O)[O-])c1 (centres undefined)
[8] CCCCOC(=O)Cn1c2ccc(OC)cc2c2nc3ccccc3nc21
[9] CS(=O)(=O)N1CCN(C(=O)Cc2ccc(Br)cc2)CC1
[10] O=C(Nc1ccc(N2CCOCC2)cc1)c1cccc(S(=O)(=O)N2CCCCC2)c1
[11] COc1ccc(/C=C2\SC(=S)N(CC(=O)OCC(=O)Nc3cc(Cl)cc(Cl)c3)C2=O)cc1
[12] CCCCc1cc(=O)oc2cc(OCC(=O)NC3CCN(Cc4ccccc4)CC3)ccc12
[13] COc1cc2ccccc2cc1C(=O)Nc1ccc2oc(-c3cccc(C)c3)nc2c1
[14] COc1ccc(C(CNC(=O)c2cccnc2SC)N2CCOCC2)cc1 (centres undefined)
[15] CCn1c(SCC(N)=O)nc2cc(S(=O)(=O)N3CCOCC3)ccc21
[16] CC1CCCN(c2nc3ccccc3nc2C(C#N)S(=O)(=O)c2ccccc2)C1 (centres undefined)

screen / no.,5,6,7,8,9,10,11,12,13,14,15,16
USP1-UAF1 inh,-7%,-7%,-16%,19%,-18%,-4%,-12%,-7%,-10%,-14%,-9%,205%[activator]
mIDH1 inhibitor,7%,5%,0%,1%,-1%,2%,-13%,2%,2%,7%,4%,1%
TRHR agonist,-2.0,-0.3,0.9,3.6,-0.1,-0.7,0.8,0.7,-1.2,0.5,0.4,1.4
TRHR PAM,-2,-4,3,12,-7,8,-1,-2,6,-1,1,-2
D2 agonist,0.3,0.0,0.4,3.3,0.8,0.1,0.5,-0.6,-0.2,0.3,0.5,-1.0
TrxR1 inh,22%[57.1 µM],11%[57.1 µM],16%,22%,38%[11.4 µM],-5%[11.4 µM],4%,-1%,28%,10%,24%[57.1 µM],-8%
PI4K2A inh,-4,1,6,2,0,-3,-7,0,-5,3,-1,-9
D2 antagonist,-8,-1,21,9,-7,-16,0,-35,nt,-2,-12,0
TrxR1 substrate,-13%[57.1 µM],-10%,-9%,7%,8%,5%[11.4 µM],-2%,3%,35%,-1%,2%[57.1 µM],3%

[17] COc1cc2c(cc1NC(=O)COCC(=O)O)oc1ccccc12
[18] COc1cc(COCC(O)CN2C(C)CCCC2C)cc(OC)c1OC (centres undefined)
[19] Cc1cccc(Cn2c(NCCO)nc3c2c(=O)n(C)c(=O)n3C)c1
[20] Cc1nc2ccccc2n1CC(=O)NC(C)C1CC2CCC1C2 (centres undefined)
[21] COc1ccc(NC(=O)NCc2ccccc2F)cc1OC
[22] Nc1c(Cl)ncnc1N/N=C/c1ccncc1
[23] CCOc1ccc(-c2cc(CCCC(=O)Nc3cccc(OC)c3)no2)cc1
[24] O=C(C(Cc1ccccc1)n1cccc1)N1CCN(C2CCCCC2)CC1 (centres undefined)

screen / no.,17,18,19,20,21,22,23,24
USP1-UAF1 inh,-10%,-12%,-8%,-14%,-9%,-15%,-8%,-26%
mIDH1 inhibitor,0%,2%,1%,1%,5%,0%,15%,1%
TRHR agonist,0.6,0.2,0.0,-0.1,0.3,-0.1,0.5,0.3
TRHR PAM,3,-4,-3,0,-7,4,4,2
D2 agonist,0.2,0.0,-0.2,nt,0.3,0.6,-1.9,1.4
TrxR1 inh,12%,17%,6%[57.1 µM],18%,17%,?,14%[57.1 µM],4%[57.1 µM]
PI4K2A inh,0,5,8,0,3,-1,1,1
D2 antagonist,9,4,6,nt,4,-1,9,-25
TrxR1 substrate,-4%,-3%,4%[57.1 µM],9%,0%,-5%,10%[57.1 µM],7%[57.1 µM]

[25] O=C(Nc1nc2ccccc2[nH]1)c1ccc(F)c(S(=O)(=O)N2CCOCC2)c1
[26] COc1ccc(CN2CCN(C(=O)c3ccccc3F)CC2)c(OC)c1OC
[27] Cc1ccc(C(=O)CSc2nnc(COc3cc(C)cc(C)c3)o2)cc1
[28] O=S(=O)(Nc1ccccc1N1CCCCC1)c1ccccc1
[29] C=C1CCC[C@]2(C)C[C@H]3OC(=O)C(CN(C)CC(OC)OC)[C@H]3CC12 (some centres undefined)
[30] CSc1ccccc1N1CCN(C(=O)Nc2ccc3c(c2)NC(=O)CO3)CC1
[31] NC(=O)c1nsc(C(=O)N(CC(=O)NC2CCCC2)c2ccc(F)c(Cl)c2)c1N
[32] COc1ccc(S(=O)(=O)N2CCN(Cc3cccc(F)c3)CC2)cc1

screen / no.,25,26,27,28,29,30,31,32
USP1-UAF1 inh,-7%,2%,-9%,-9%,-15%,-9%,-15%,-14%
mIDH1 inhibitor,3%,-2%,6%,15%,3%,3%,-7%,3%
TRHR agonist,0.4,nt,1.1,-0.6,2.1,-0.8,10,nt
TRHR PAM,2,nt,-1,0,3,0,-2,nt
D2 agonist,0.8,nt,1.5,-0.2,-0.6,0.0,9.3,nt
TrxR1 inh,11%[57.1 µM],2%,-2%,23%,16%[57.1 µM],-10%,17%,13%
PI4K2A inh,7,3,8,3,2,-2,1,-4
D2 antagonist,-2,nt,9,7,6,-6,-24,nt
TrxR1 substrate,-15%,4%,-4%,-2%,5%[57.1 µM],-7%,11%,-2%

[33] Cc1ccc(-c2nc(CS(=O)(=O)CC(=O)NC(C)CCc3ccccc3)c(C)o2)cc1 (centres undefined)
[34] Cc1ccc(/C=N/NC(=O)Cn2nccc2C)o1
[35] CCCCC(c1nnnn1C(C)C)N1CCN(C(=O)c2ccco2)CC1 (centres undefined)
[36] Cc1ccc(S(=O)(=O)c2c(Nc3cc(F)ccc3F)sc(C(=O)c3ccc(F)cc3)c2N)cc1
[37] O=C(Cc1ccccc1)Nc1nc2ccccc2[nH]1
[38] CSc1nc(N)nc2c1ncn2C1OC(CO)C(O)C1O (centres undefined)
[39] COc1cc(C(=O)NC(=S)NC(C)C)cc(OC)c1OC
[40] Cc1cccc(C(=O)Nc2ccc(C(=O)OCc3cc(=O)n4nc(CC(C)C)sc4n3)cc2)c1

screen / no.,33,34,35,36,37,38,39,40
USP1-UAF1 inh,?,9%,0%,?,-7%,9%,-17%,-12%
mIDH1 inhibitor,-9%,15%,19%,-5%,1%,0%,2%,-1%
TRHR agonist,0.4,0.5,1.9,6.5,-0.1,nt,-0.3,1.1
TRHR PAM,7,-2,9,-8,6,nt,7,6
D2 agonist,0.8,0.0,2.0,11,-0.2,nt,1.9,1.0
TrxR1 inh,1%,-10%,4%[57.1 µM],12%,6%[57.1 µM],-3%[2.29 µM],-13%,18%[57.1 µM]
PI4K2A inh,1,1,-3,7,8,0,-1,2
D2 antagonist,nt,-20,-4,nt,1,nt,1,nt
TrxR1 substrate,-8%,-12%,5%[57.1 µM],0%,5%[57.1 µM],-7%[2.29 µM],-8%,-3%[57.1 µM]

[41] CCCc1cc(NCCCO)n2c(nc3ccccc32)c1C#N
[42] CCCCN(C)CCCNC(=O)Cn1ncc2c3ccccc3n(Cc3ccccc3)c2c1=O
[43] CC1=C(C(=O)NC2CCCCC2C)C2(CCC(C)CC2)OC1=O (centres undefined)
[44] COc1cc(CCNC(=O)c2cnn3ccccc23)cc(OC)c1OC
[45] CN(C)S(=O)(=O)c1cccc(NC(=O)c2ccccc2OCc2ccc(F)cc2)c1
[46] Cc1ccc(Nc2nc(CSc3nnc(-c4cccs4)o3)cs2)cc1
[47] CCOC(=O)c1c(C)oc2nc(C)nc(NCc3ccccc3OC)c12

screen / no.,41,42,43,44,45,46,47
USP1-UAF1 inh,?,-15%,-18%,-13%,-17%,-3%,-17%
mIDH1 inhibitor,-1%,-7%,1%,15%,4%,4%,0%
TRHR agonist,-1.0,-2.0,0.0,0.1,1.4,-1.4,0.1
TRHR PAM,-2,1,2,-4,0,-4,-12
D2 agonist,-1.4,-0.8,0.6,2.0,0.4,2.8,-0.5
TrxR1 inh,2%[57.1 µM],1%,29%[57.1 µM],1%,-10%[57.1 µM],5%[57.1 µM],31%
PI4K2A inh,0,-4,1,2,0,0,3
D2 antagonist,21,nt,-18,20,-16,-19,nt
TrxR1 substrate,143%[activator][57.1 µM],-2%,11%[57.1 µM],11%,-2%[57.1 µM],3%[57.1 µM],2%

Source: PubChem
